High-throughput results (PubChem BioAssay)
PfHsp90 set2: growth inhibition of yeast expressing Plasmodium Hsp90. S. cerevisiae expressing PfHsp90, BacTiter-Glo ATP, 48 h; yeast lacking PDR1 and PDR3 efflux regulators. inhibition, % at 9.4 µM. actives 0.32% (n = 310,000). AID 504621;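 active means every replicate shows inhibition above about 80%, whatever the replicate mean, limit read from the data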;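 further: 0% = DMSO neutral controls and 100% = 20 µM radicicol positive controls; yeast relying on Plasmodium falciparum Hsp90 in place of its own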
phage Ecoli inh: E. coli growth loss with phage present; actives 0.26% (n = 360,000); growth absorbance; AID 651602; inhibition, % at 11.9 µM; in the data active means inhibition above about 11%
SUMO Mot1 rescue: SUMOylation pathway inhibition by Mot1-301 growth rescue; actives 1% (n = 320,000); S. cerevisiae Mot1-301 growth rescue, ATP luminescence, 38.5C; percent above DMSO median, 100 means doubled; growth rescue, % at 18.8 µM;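 active means every valid replicate shows activation above 250% relative to neutral control wells; inactive means the rest, any valid replicate at or below 250%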;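 further: OY570 slx delta 5 strain wells were the positive control but not used for scaling; some compounds called inactive have numbers as strong as hits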
AddAB inh: less growth of phage-infected E. coli with AddAB | E. coli expressing H. pylori AddAB, absorbance growth | inhibition, % at 11.9 µM | actives 0.29% (n = 330,000); in the data active means inhibition above about 12%;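 further: 0% = vehicle wells of infected cells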
PKA-R1A act: activators of PKA-R1A complex; PKA-R1A dissociation, Cy5-IP20 fluorescence polarization; scaled: DMSO 0%, 113 µM cGMP 100%; activation, % at 11.4 µM; actives 0.083% (n = 340,000); AID 504707;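 active means percent activation above the mean of all tested compounds plus 3 SD, cut at about 19% in these data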;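 further: higher means more PKAc released from R1A so a rise in polarization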
Tat export inh: E. coli Tat transport inhibition; inhibition, % at 10 µM; E. coli MC4100 TorA-mCherry Tat export, fluorescence; actives 0.036% (n = 340,000); AID 488895;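 active means mean replicate inhibition at least 50% and at least half of replicates individually reaching 50%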;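 further: exported cargo escapes ClpAP degradation while cytoplasmic cargo is degraded and loses fluorescence; 0% = median of neutral control wells and 100% = median of NaSCN control wells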
PKA-R2B activ: activators of human PKA-R2B complex; activation, % at 11.4 µM; PKA-R2B holoenzyme dissociation, Cy5-IP20 fluorescence polarization; R2B truncated from residue 108, S112A mutant; 0% DMSO only, 100% 113 µM cGMP; AID 504700; actives 0.079% (n = 340,000);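 active means activation above a cutoff set at the mean over all compounds plus 3 SD, cut at about 18% in these data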;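 further: higher means more holoenzyme dissociation and a rise in polarization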
Target sequence (P31323 whole entry, looked up, other chains not shown, the tested form may be a part): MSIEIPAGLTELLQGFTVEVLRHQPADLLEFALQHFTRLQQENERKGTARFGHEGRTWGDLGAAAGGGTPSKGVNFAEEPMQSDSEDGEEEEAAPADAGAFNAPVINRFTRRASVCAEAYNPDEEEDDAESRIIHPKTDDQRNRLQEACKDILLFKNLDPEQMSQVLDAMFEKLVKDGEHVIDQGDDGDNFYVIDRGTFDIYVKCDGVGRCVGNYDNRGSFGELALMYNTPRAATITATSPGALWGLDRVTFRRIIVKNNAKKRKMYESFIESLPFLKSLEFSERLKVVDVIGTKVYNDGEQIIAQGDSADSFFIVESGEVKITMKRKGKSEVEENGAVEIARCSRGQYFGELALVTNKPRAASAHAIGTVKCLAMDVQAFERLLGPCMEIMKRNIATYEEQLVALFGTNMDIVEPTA
Ecoli viability: bacterial growth inhibition, counter-screen for AddAB inhibitors. E. coli V3065 growth, OD600 absorbance, 18 h. inhibition, % at 11.9 µM. actives 0.27% (n = 330,000). AID 449728;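 active means inhibition above the campaign's mean inhibition across all tested compounds plus 3 SD, cut at about 9.9% in these data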;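 further: uninfected addAB+ strain grown without phage in ampicillin broth; 0% = DMSO wells and 100% = ciprofloxacin 0.95 µg/ml wells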
Starred values were filed as active, the others as inactive; · = not tested or not shown.

Sequence of screens: Ecoli viability	phage Ecoli inh	SUMO Mot1 rescue	Tat export inh	PKA-R1A act	PKA-R2B activ	PfHsp90 set2	AddAB inh
> C[C@@H]1C2C[C@@]34COC(=O)C3=CC=C[C@H]4[C@@]13C[C@H](c1ccoc1)O[C@@H]3O2
  1.2	·	566	·	·	·	·	3.4
> COc1ccc2[nH]cc(C3=CCNCC3)c2c1
  -1.8	·	-5	·	·	·	·	-2.2
> CC(=O)O[C@@H]1/C=C/[C@](C)(O)C[C@@H](C)C/C=C/[C@H]2[C@H](O)[C@@](C)(O)[C@@H](C)[C@H]3[C@H](Cc4ccccc4)NC(=O)[C@@]312
  1.7	·	4	·	·	·	·	2.9
> C=C1C[C@@H]2[C@H](CC[C@]3(C)C(=O)CC[C@@H]23)[C@@]2(C)C=CC(=O)C=C12
  0.8	·	7	·	·	·	·	1.3
> COc1ccc(OCCOc2cccc(C=C3C(=O)NC(=O)NC3=O)c2)cc1
  -0.2	·	16	·	·	·	·	2.6
> O=C1/C(=C/c2cc3c(cc2Cl)OCO3)N2CCC1CC2
  1.1	·	-14	·	·	·	·	1.6
> CN1C(=O)C(Cc2ccc3c(c2)OCO3)C(=O)N(C)C1=O
  0.7	·	42	·	·	·	·	1.4
> CC(=O)Cc1c[nH]c2ccccc12
  1.0	·	-8	·	·	·	·	6.0
> CC[C@@]1(O)C(=O)OCc2c1cc1n(c2=O)Cc2cc3ccccc3nc2-1
  -2.0	·	-2	·	·	·	·	-1.6
> Cc1ccccc1N1C(=O)/C(=C/c2ccco2)C(=O)NC1=S
  -3.2	·	97	·	·	·	·	-4.0
> CNCC(=O)c1ccccc1
  1.7	·	7	·	·	·	·	4.7
> O=C(c1ccc2c(c1)ncn2C1CCCCC1)N1CCC2(CC1)OCCO2
  2.3	0.1	·	·	·	·	·	5.0
> Cn1c(O)c(C=NCCN2CCNCC2)c(=O)[nH]c1=O
  1.2	-1.1	-12	·	·	·	·	5.3
> CCCCn1c(O)c(C(CC)=NCCCn2ccnc2)c(=O)[nH]c1=O
  0.5	2.1	4	·	·	·	·	6.4
> CCCCC(=O)N/N=C/c1c(O)n(CCC2=CCCCC2)c(=O)[nH]c1=O
  -3.6	1.2	-8	·	·	·	·	4.0
> O=C1/C(=C\c2ccc(Cl)cc2Cl)N2CCC1CC2
  -1.9	2.7	-7	·	·	·	·	0.3
> CCCCCCC(=O)c1c(O)n(-c2ccccc2OC)c(=O)[nH]c1=O (tested in a mixture with another compound)
  -0.3	1.9	5	·	·	·	·	2.1
> CC(=NCCC1=CCCCC1)c1c(O)n(-c2ccccc2)c(=O)[nH]c1=O
  2.2	-2.1	3	·	·	·	·	4.3
> CCN1CCN(Cc2cc(C(C)(C)C)c(O)c(C(C)(C)C)c2)CC1
  -1.5	-1.7	-12	·	·	·	·	-1.1
> O=C1C2C3CCC(O3)C2C(=O)N1c1cccc(F)c1 (stereo not drawn)
  1.9	1.9	6	·	·	·	·	1.3

Entries from the list above with four or more nitrogen atoms (three):
Sequence of screens: Ecoli viability	phage Ecoli inh	SUMO Mot1 rescue	Tat export inh	PKA-R1A act	PKA-R2B activ	PfHsp90 set2	AddAB inh
> Cn1c(O)c(C=NCCN2CCNCC2)c(=O)[nH]c1=O
  1.2	-1.1	-12	·	·	·	·	5.3
> CCCCn1c(O)c(C(CC)=NCCCn2ccnc2)c(=O)[nH]c1=O
  0.5	2.1	4	·	·	·	·	6.4
> CCCCC(=O)N/N=C/c1c(O)n(CCC2=CCCCC2)c(=O)[nH]c1=O
  -3.6	1.2	-8	·	·	·	·	4.0

(continued)
Sequence of screens: Ecoli viability	phage Ecoli inh	SUMO Mot1 rescue	Tat export inh	PKA-R1A act	PKA-R2B activ	PfHsp90 set2	AddAB inh
> Cc1ccc(NC(=O)c2cc(-c3ccccc3)n(CCCN3CCOCC3)c2C)cc1
  -2.5	0.8	42	·	·	·	·	-0.4
> CN(C)CCSC1c2ccccc2CSc2ccccc21 (stereo not drawn)
  -2.9	1.1	-11	·	·	·	·	-1.4
> Cc1cccn2c(=O)c3c(nc12)N1CCCCC1C1(C3)C(=O)N(C)C(=O)N(C)C1=O (stereo not drawn)
  -3.1	1.2	83	·	·	·	·	1.3
> COC(=O)C1=Nc2ccccc2/C1=C\c1c(O)n(C)c(=O)n(C)c1=O
  -3.2	1.9	-21	·	·	·	·	-0.3
> Cc1ccc(-n2c(/C=C/c3ccc4c(c3)OCO4)nc3ccccc3c2=O)cc1
  1.5	1.5	214	·	·	·	·	3.1
> CCOc1cccc(=NC2CCCCC2)c2c(C)n(C)c(C)c12
  1.3	-1.4	5	·	·	·	·	1.6
> N/C(=N\[N+](=O)[O-])N1CCN(C(=O)c2ccccc2)CC1
  2.5	2.9	5	·	·	·	·	-0.3
> C[C@]12CCC3C(CC[C@H]4C[C@@H](O)CC[C@]34C)C1C[C@@H](Br)[C@H]2O (stereo partly drawn)
  -1.0	-2.1	156	·	·	·	·	-2.7
> O=c1[nH]c(=O)n(Cc2ccccc2)c(O)c1/C=N/Nc1c(F)c(F)c(F)c(F)c1F
  0.0	2.8	11	·	·	·	·	1.4
> COC(=O)Cn1cc(C=C2C(=O)N(C)C(=O)N(C)C2=O)c2ccccc21
  1.0	3.0	-5	·	·	·	·	2.8
> CN(C)CC#CCn1c2ccccc2c2ccccc21
  -2.5	2.2	-18	·	·	·	·	1.2
> c1ccc2nc(OCCN3CC3)ccc2c1
  -2.3	2.8	-7	·	·	·	·	-0.2
> CN1C(=O)C(c2ccccc2)C(=O)N(C)C1=O
  0.1	0.8	-8	·	·	·	·	0.5
> O=C1NC2NC(=O)N([N+](=O)[O-])C2N1 (stereo not drawn)
  -1.6	-2.7	262	·	·	·	·	2.4
> Cc1sc(-n2c(C)cc(C=C3C(=O)NC(=O)NC3=O)c2C)c(C#N)c1C
  -0.6	1.9	486*	·	·	·	·	0.1
> Cc1ccc(-n2c(O)c(/C=N/N3CCCCCC3)c(=O)[nH]c2=O)cc1C
  -1.9	3.6	-9	·	·	·	·	-1.3
> COc1ccc2c(c1O)C13CCN(C)C(C2)C1CCC(=O)C3 (stereo not drawn)
  0.7	1.9	48	·	·	·	·	0.2
> COc1ccc(-n2c(O)c(C(C)=NCCc3c[nH]c4ccccc34)c(=O)[nH]c2=O)cc1
  2.4	2.9	-1	·	·	·	·	1.5
> O=CC(Br)P(=O)(N1CCOCC1)N1CCOCC1 (stereo not drawn)
  -1.1	-1.2	-13	·	·	·	·	0.1
> Cc1ccccc1-n1c(CNc2ccccc2)nc2ccccc2c1=O
  -3.1	-0.1	-8	·	·	·	·	0.6

Compounds shown so far containing a Cl atom, in the order listed:
Sequence of screens: Ecoli viability	phage Ecoli inh	SUMO Mot1 rescue	Tat export inh	PKA-R1A act	PKA-R2B activ	PfHsp90 set2	AddAB inh
> O=C1/C(=C/c2cc3c(cc2Cl)OCO3)N2CCC1CC2
  1.1	·	-14	·	·	·	·	1.6
> O=C1/C(=C\c2ccc(Cl)cc2Cl)N2CCC1CC2
  -1.9	2.7	-7	·	·	·	·	0.3

(continued)
Sequence of screens: Ecoli viability	phage Ecoli inh	SUMO Mot1 rescue	Tat export inh	PKA-R1A act	PKA-R2B activ	PfHsp90 set2	AddAB inh
> COCCCNC(=O)c1c(N)n(Cc2ccco2)c2nc3ccccc3nc12
  1.8	1.0	-23	·	·	·	·	7.2
> CCCCn1c(N)c(C(=O)OCCOC)c2nc3ccccc3nc21
  0.5	1.5	-8	·	·	·	·	0.0
> CCn1nc(/C=C/c2ccccc2)nc2c(=O)n(C)c(=O)nc1-2
  ·	4.8	·	-8	·	·	75	·
> CN1OC[C@@H]2CN[C@H](c3ccc(Br)cc3)C[C@@H]21
  ·	0.6	·	·	-2	6	·	·
> N#Cc1ccc(NC(=S)N2Cc3ccccc3-n3nncc3C2)cc1
  ·	4.2	·	·	-3	1	·	·
> O=S(=O)(c1cccc2ccccc12)N1Cc2ccccc2-n2nncc2C1
  ·	2.0	·	·	-3	-2	·	·
> c1ccc(N2Cc3ccccc3-n3nncc3C2)nc1
  ·	1.8	·	·	-1	-19	·	·
> CS(=O)(=O)c1ccc(C2=C(CNC(=O)c3nccs3)[C@H]3CC[C@@H](C2)N3CCOc2ccccc2)cc1
  ·	0.4	·	·	-13	-6	·	·
> CS(=O)(=O)c1ccc(C2=C(CNC(=O)c3ccc([N+](=O)[O-])cc3)[C@H]3CC[C@@H](C2)N3Cc2ccccc2)cc1
  ·	2.6	·	·	-5	-3	·	·
> O=C(c1ccco1)N1Cc2ccccc2-n2nncc2C1
  ·	0.4	·	·	-9	-9	·	·
> Clc1cccc(Cl)c1NC1=NCCS1
  ·	3.0	·	·	-8	-3	·	·
> CCOC(=O)CC1c2ccccc2-n2nncc2CN1CC1CCCCC1 (stereo not drawn)
  ·	2.2	·	·	4	5	·	·
> CS(=O)(=O)c1ccc(C2=C(CNC(=O)c3cccnc3)[C@H]3CC[C@@H](C2)N3Cc2ccco2)cc1
  ·	3.5	·	·	-8	-7	·	·
> O=C1C2CCN(CC2)C1(CO)CO
  ·	1.4	·	·	-6	-3	·	·
> O=S1c2ccccc2-c2ccccc21
  ·	3.0	·	·	7	11	·	·
> CS(=O)(=O)c1ccc(C2=C(CNC(=O)c3cccs3)[C@H]3CC[C@@H](C2)N3CCOc2ccccc2)cc1
  ·	0.9	·	·	-5	-17	·	·
> CCOC(=O)c1cccc(C2=C(CNC(=O)c3cccnc3)[C@H]3CC[C@@H](C2)N3Cc2ccccc2)c1
  ·	3.4	·	·	-4	2	·	·
> Cc1noc(C)c1COc1ccc(C(=O)NCC2(N(C)C)CCCCC2)cc1
  ·	1.1	·	·	10	-9	·	·
> Cc1ccc(-n2c(=S)[nH]c3ccc(C)cc3c2=O)cc1
  ·	2.0	·	·	5	-4	·	·
> O=S(=O)(c1ccc(Cl)cc1)N1Cc2ccccc2-n2nncc2C1
  ·	0.6	·	·	-10	4	·	·

2 entries from above, in CSV form:
Structure,Ecoli viability,phage Ecoli inh,SUMO Mot1 rescue,Tat export inh,PKA-R1A act,PKA-R2B activ,PfHsp90 set2,AddAB inh
c1ccc2nc(OCCN3CC3)ccc2c1,-2.3,2.8,-7,·,·,·,·,-0.2
CN1C(=O)C(c2ccccc2)C(=O)N(C)C1=O,0.1,0.8,-8,·,·,·,·,0.5

(next part)
Sequence of screens: Ecoli viability	phage Ecoli inh	SUMO Mot1 rescue	Tat export inh	PKA-R1A act	PKA-R2B activ	PfHsp90 set2	AddAB inh
> CN1CCN(C(=O)COc2ccc(S(=O)(=O)Nc3ccc(Cl)cc3)cc2)CC1
  ·	1.1	·	·	12	1	·	·
> Cn1cc(C=O)c2nccnc21
  ·	1.1	·	·	-7	-8	·	·
> CN(C)c1ccccc1
  ·	1.3	·	·	9	9	·	·
> C[C@@H]1CN([C@H](C)CO)C(=O)CCCn2nncc2CO[C@H]1CN(C)C(=O)Oc1ccccc1
  ·	0.9	·	·	5	-5	·	·

One compound at a time, from the list above. Values in the order: Ecoli viability | phage Ecoli inh | SUMO Mot1 rescue | Tat export inh | PKA-R1A act | PKA-R2B activ | PfHsp90 set2 | AddAB inh
`Cn1cc(C=O)c2nccnc21` across the screens: · | 1.1 | · | · | -7 | -8 | · | ·
`CN1CCN(C(=O)COc2ccc(S(=O)(=O)Nc3ccc(Cl)cc3)cc2)CC1` across the screens: · | 1.1 | · | · | 12 | 1 | · | ·
`C[C@@H]1CN([C@H](C)CO)C(=O)CCCn2nncc2CO[C@H]1CN(C)C(=O)Oc1ccccc1` across the screens: · | 0.9 | · | · | 5 | -5 | · | ·
`CN(C)c1ccccc1` across the screens: · | 1.3 | · | · | 9 | 9 | · | ·

Only part of the results is shown; the hit share may differ from the screen's.
